Screening data as filed in PubChem.
ROC1-CUL1 inh: inhibitors of human ROC1-CUL1 ubiquitin ligase activity; E3 ubiquitin-protein ligase RBX1 (Homo sapiens) + Cullin-1 (Homo sapiens), P62877+Q13616; in vitro K48 di-Ub FRET, acceptor:donor ratio, 45 min; inhibition, % at 10 µM; 140,000 tested, 0.6% active; in the data active = inhibition above about 25%
Target sequence (P62877 whole entry, looked up): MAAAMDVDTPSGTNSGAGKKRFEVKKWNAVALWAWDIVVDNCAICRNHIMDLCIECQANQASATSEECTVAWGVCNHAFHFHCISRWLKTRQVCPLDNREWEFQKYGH
Target sequence (Q13616 whole entry, looked up): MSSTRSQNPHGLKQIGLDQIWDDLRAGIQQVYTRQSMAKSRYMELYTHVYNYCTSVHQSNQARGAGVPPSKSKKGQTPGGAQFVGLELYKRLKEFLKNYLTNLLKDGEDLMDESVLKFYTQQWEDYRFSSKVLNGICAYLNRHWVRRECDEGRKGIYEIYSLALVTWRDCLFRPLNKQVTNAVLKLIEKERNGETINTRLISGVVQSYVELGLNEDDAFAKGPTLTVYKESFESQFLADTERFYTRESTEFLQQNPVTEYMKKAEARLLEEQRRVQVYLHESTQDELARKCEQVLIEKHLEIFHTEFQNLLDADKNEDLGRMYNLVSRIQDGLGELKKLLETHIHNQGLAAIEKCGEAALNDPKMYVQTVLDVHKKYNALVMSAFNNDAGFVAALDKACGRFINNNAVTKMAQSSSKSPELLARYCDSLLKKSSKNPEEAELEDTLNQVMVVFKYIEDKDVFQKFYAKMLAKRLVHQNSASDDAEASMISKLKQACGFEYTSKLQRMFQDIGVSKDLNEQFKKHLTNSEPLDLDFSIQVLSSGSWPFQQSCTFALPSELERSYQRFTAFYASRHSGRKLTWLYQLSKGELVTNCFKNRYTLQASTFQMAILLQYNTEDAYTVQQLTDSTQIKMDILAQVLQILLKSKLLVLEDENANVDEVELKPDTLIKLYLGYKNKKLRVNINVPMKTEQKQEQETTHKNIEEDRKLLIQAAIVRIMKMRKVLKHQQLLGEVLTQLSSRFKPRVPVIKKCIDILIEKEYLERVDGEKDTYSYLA
* = called active by the depositor.

ROC1-CUL1 inh,SMILES
8,O=C(CN1CCOCC1)NNc1nc(-c2ccccc2)c2cc(Cl)ccc2n1
-5,CC(C)CCN1C(=O)c2ccccc2CC1(C)C(=O)NC1CCCCC1 (stereo not given)
-4,Cc1ccc(NC(=O)c2ccc(CN3CCCC3)cc2)cc1
-2,O=C(N/N=C/c1ccco1)C1CC1
-7,CCSc1nnc(NC(=O)C2(C)CC2(Br)Br)s1 (stereo not given)
6,CCCOc1ccc(C(=O)OCC)cc1N
2,O=C1c2[nH]nc(-c3ccccc3O)c2C(c2ccc(Cl)cc2)N1CCc1ccccc1 (stereo not given)
11,CN(C)c1cccc(-c2nn3c(-c4ccccn4)nnc3s2)c1
0,CCC(=O)Nc1ccccc1-c1nc2ccccc2n(CC(=O)c2ccc(Cl)cc2)c1=O
-6,O=C(Nc1ccc2oc(-c3ccc4ccccc4c3)nc2c1)c1ccccc1F
-5,CCCn1c(=O)c2sccc2n2c(CCCC(=O)Nc3ccc(C)c(F)c3)nnc12
-4,Cc1cccc(NC(=O)C2(C)Cc3ccccc3C(=O)O2)c1 (stereo not given)
0,COc1ccc(C(=O)C2C(=O)C(=O)N(CCCN3CCOCC3)C2c2cccnc2)cc1C (stereo not given)
2,CCOc1ccc(CNC(=O)c2ccc(NC(=O)N3CCSc4ncccc43)cc2)cc1OC
3,CN1CCC(Oc2ccccc2Sc2ccc(C(F)(F)F)cc2)CC1
2,Cc1cc(C(=O)NC2CCC(C(C)(C)C)CC2)no1 (stereo not given)
8,CC#CCN1C(=O)NC(CCc2ccccc2)(C2CCN(Cc3ccc(F)cc3F)CC2)C1=O (stereo not given)
-6,COc1ccc(NC(=O)Cn2c(=O)n(-c3ccc(CC(=O)NCC4CCCO4)cc3)c(=O)c3ccccc32)c(OC)c1 (stereo not given)
2,COc1cc(C(=O)N2CCC(c3nc4ccccc4o3)CC2)cc(OC)c1OC
4,Cc1ccc(NC(=S)NCc2ccccc2)cc1

2 entries picked at random from the list so far:
ROC1-CUL1 inh,SMILES
11,CN(C)c1cccc(-c2nn3c(-c4ccccn4)nnc3s2)c1
-6,COc1ccc(NC(=O)Cn2c(=O)n(-c3ccc(CC(=O)NCC4CCCO4)cc3)c(=O)c3ccccc32)c(OC)c1 (stereo not given)

Next records:
ROC1-CUL1 inh,SMILES
-1,CCOc1ccc(N2CC(c3nc4ccccc4n3CCOc3ccc(OC)cc3)CC2=O)cc1 (stereo not given)
-1,COc1ccc(-n2nnnc2SCc2ccc(Cl)cc2)cc1
5,CCc1nnc(NC(=O)CSc2nc(-c3ccccc3)cc(-c3ccc(F)cc3)c2C#N)s1
2,Cc1cs/c(=N/N=C/c2ccccc2Cl)n1-c1ccccc1
8,CCOc1ccc(CNC(CC)CO)cc1Cl (stereo not given)
-3,O=C1NCCCC[C@@H]1N(Cc1cccc(OCCc2ccsc2)c1)C(=O)c1cccc(F)c1
-13,O=C(NCC1(O)CCCCC1)c1ccc2nc(Cc3ccccc3F)oc2c1
3,CCC1CCc2nc3sc(C(=O)Nc4cccc(Cl)c4C)c(N)c3cc2C1 (stereo not given)
-6,O=C(COC(=O)c1cccc(N2C(=O)c3ccc(C(=O)Oc4ccccc4)cc3C2=O)c1)c1ccccc1
-1,CCCCOc1ccc(NC(=O)CSCC(=O)Nc2ccc3ccccc3c2)cc1
-1,Clc1cccc(-c2noc(CN3CCCC3)n2)c1
5,CC1(C)Cc2nc(N3CCOCC3)ncc2C(NCc2nc3ccccc3[nH]2)C1 (stereo not given)
3,Clc1ccc(Cl)c(-c2nn3c(-c4ccccn4)nnc3s2)c1
8,Cc1oc2ncnc(N3CCOCC3)c2c1C(=O)NCCc1ccccc1
-2,CCN(CC)CCn1c(C)c(C)n2c3c(=O)[nH]c(=O)n(C)c3nc12
13,COc1ccc(C2N(c3ccccc3)C(=O)C2(F)F)cc1 (stereo not given)
8,CCN(CC)S(=O)(=O)c1cc(-c2onc(C)c2C)ccc1OC
7,Cc1cc(C)c(NC(=O)CSc2nccn2-c2cccc(Cl)c2)c(C)c1
3,CCOc1cccc(CC(=O)N2CCc3c([nH]c4ccc(OC)cc34)C2c2ccc(F)cc2)c1OCC (stereo not given)
7,CC(=O)Nc1ccc(S(C)(=O)=O)c(C)c1

Ordered by molar mass (lowest first): some entries from above.
ROC1-CUL1 inh,SMILES
13,COc1ccc(C2N(c3ccccc3)C(=O)C2(F)F)cc1 (stereo not given)
-2,CCN(CC)CCn1c(C)c(C)n2c3c(=O)[nH]c(=O)n(C)c3nc12
-1,CCCCOc1ccc(NC(=O)CSCC(=O)Nc2ccc3ccccc3c2)cc1

Following part.
ROC1-CUL1 inh,SMILES
5,Cn1cc(CN2CCc3onc(-c4ccccc4F)c3C2)cn1
-2,COc1cc(S(=O)(=O)NC2CCCCC2)ccc1Br
-3,C1CCCN(c2nc3nonc3nc2NC2CCOCC2)CC1
1,CCc1ccccc1NC(=O)c1cc(S(=O)(=O)N2CCC(C)CC2)cn1C
-7,O=C(COc1ccc(F)cc1)Nc1ccc2nc(SCc3ccccc3)sc2c1
-1,CCOc1cc(CNCCO)cc(Br)c1OCc1ccc(Cl)cc1Cl
-6,CCOC(=O)c1cc(-c2ccccc2)n(CCC(=O)NCCc2ccccc2)c1C
1,O=c1sc(C=C2C=Nc3ccccc32)c(O)n1Cc1ccccc1
-4,Cc1ccc(NC(=O)CSc2nncn2C)c(C)c1
-3,O=C1c2ccccc2CS(=O)(=O)c2ccccc21
-5,COc1nc2c(cc1C(=O)N1CCc3[nH]nc(-c4cc(C)on4)c3C1)CCC2
-5,Cc1ccc(S(=O)(=O)Nn2nnc(-c3ccccc3)c2C)cc1
1,Cc1ccc2nc(-c3ccc(NC(=O)CSc4nnnn4-c4ccccc4)cc3)sc2c1
-10,COc1ccc(NC(=O)C(=O)NCCc2csc(-c3ccc(Cl)cc3)n2)cc1OC
9,COC(=O)c1sc(S(=O)(=O)Nc2ccccc2C(=O)O)c(C(=O)OC)c1C
-2,CC(=O)N1C(Nc2ccc(Br)cc2)CC(C)N1c1ccccc1 (stereo not given)
-1,Cc1cc(=O)oc2cc(Oc3ncnc4sc5c(c34)CCCCC5)ccc12
1,CCOC(=O)c1ccc2c(c1)N(CC(=O)Nc1ccc(CC)cc1)C(=O)c1ccccc1S2
2,CCOc1cc(C2c3c(n[nH]c3-c3ccc4c(c3)OCO4)OC(=N)C2C#N)ccc1OC (stereo not given)
9,CC(C)S(=O)(=O)c1oc(-c2cccs2)nc1S(=O)(=O)c1ccc(F)cc1
1,CCCOc1ccc(C(=O)NCC(c2ccc(OC)cc2)N2CCCCC2)cc1 (stereo not given)
-1,Cc1ccc(NC(=O)CN2CCCN(Cc3ccccc3Cl)S2(=O)=O)c(C)c1
-1,CC1=NN(c2ccc(C(=O)O)cc2)C(=O)/C1=C/c1cc(Br)ccc1OCc1ccccc1
3,CCc1nnc2c3ccccc3nc(N3CCN(c4cc(Cl)ccc4C)CC3)n12
2,O=C(CC1Oc2ccc(Cl)cc2NC1=O)NCc1ccccc1 (stereo not given)
-1,Cc1c(Cl)cccc1NC(=O)Nc1nnc(N(C)C2CCCCC2)s1
-9,CNC(=S)NNC(=O)c1c(Cl)c(C)nn1C
1,O=C1CC(c2ccccc2)C2C(=O)CCCC2=N1 (stereo not given)
-7,CC(=O)c1ccc(NC(=O)c2sc(-n3nc(C)c(Cc4ccccc4)c3C)nc2C)cc1
12,O=C(c1cccc(OC2CCN(C3CCSC3)CC2)c1)N1CCCC1 (stereo not given)
14,CN(c1ccccc1C(=O)Nc1nncs1)S(=O)(=O)c1ccccc1
5,CN(C)c1ccc(N=C2N=C(Nc3ccccc3)C(=Nc3ccccc3)S2)cc1
4,CO/N=C1/CCCC2=NC(=O)C=CC21 (stereo not given)
5,Nc1ccccc1OCCCc1ccccc1
15,COC(=O)[C@@H]1CCCN1Cc1ccc2c(c1)CN(Cc1ccc(OC(F)F)cc1)CCO2
3,c1coc(CN2CCC(N3CCCC(Nc4ccc5c(c4)OCO5)C3)CC2)c1 (stereo not given)
-3,COc1cc(-c2cc3n(C)c(C)c(CCC(=O)NC4CCC(C)CC4)c(=O)n3n2)cc(OC)c1OC (stereo not given)
71*,Cc1nc2c(=O)n(C)c(=O)n(C)c2nc1Cl
-8,CCS(=O)(=O)Nc1cccc(NS(=O)(=O)CC)c1
3,COCC1CCCCN1C(=O)c1csc2nc(-c3cccc(Cl)c3)cn12 (stereo not given)
1,O=C(NCc1ccccc1)N1CCc2c(sc3c2CCCC3)C1c1ccccc1 (stereo not given)
-3,CC(C)c1ccc(C2CC(=O)Nc3c2ccc2ccccc32)cc1 (stereo not given)
0,Cc1c(C(=O)O)oc2c3c(ccc12)OCCO3
2,CCOc1cc(C2C(C(=O)Nc3ccccc3)C(C)=Nc3ncnn32)cc(Br)c1O (stereo not given)
6,COc1ccc(-c2cc3ccc(O)c(CN4CCCC4)c3oc2=O)cc1OC
8,CC1(C)C2CCC1(C)C(OCC(O)CN1CCOCC1)C2 (stereo not given)
11,CCOC(=O)c1cnc2c(ccc3ccccc32)c1Nc1cccc(C(=O)O)c1
-6,Cc1cn2c(=O)cc(COC(=O)c3cccc(NC(=O)C(C)Oc4ccccc4)c3)nc2s1 (stereo not given)
-12,C#CC(CC)(CC)NC(=O)Nc1cc(C)ccc1C
-4,Cc1cc2nccc(-c3ccc(Cl)cc3)n2n1
3,Cc1ccn(CC(=O)NCc2cccnc2Oc2cccc(C(F)(F)F)c2)n1
-8,Cc1ccc(C(=O)Nc2ccc(OCc3cc(=O)n4c5c(sc4n3)CCCC5)cc2)cc1
-1,O=C(NC1CCCc2ccccc21)c1ccc2c(c1)sc1nc(-c3ccc(F)cc3)cn12 (stereo not given)
0,CCN(CC)c1ccc(NS(=O)(=O)c2cc(-c3cc(C)no3)ccc2C)c(C)c1
3,O=C(CSc1ccccc1)NCCSCc1ccc(Cl)cc1
0,Cc1ccc(O)c(NC(=O)Cc2ccc(Cl)cc2)c1
3,O=C1NC(=O)C(CC(=O)c2ccc(Cl)cc2)S1 (stereo not given)
-2,COC(=O)CN1C(=O)CSc2ccc(S(=O)(=O)Nc3cccc(Cl)c3C)cc21
5,Cc1ccc(N2C(=O)NC(=O)C(C=Nc3ccc(O)c(C(=O)O)c3)C2=O)cc1 (stereo not given)
-4,Cc1ccccc1OCc1nnc(SCC2=Nc3ccccc3C(=O)C2)n1C

Further compounds:
ROC1-CUL1 inh,SMILES
-12,Cc1nn(-c2ccccc2)c(NCCNc2c(C#N)c(C)nn2-c2ccccc2)c1C#N
11,CCCC(=O)N1CCN(c2ccc(NC(=O)COc3ccc(C(C)CC)cc3)cc2)CC1 (stereo not given)
10,COc1ccc(OC)c(NC(=O)c2csnn2)c1
11,Cc1cc(C)n2nc(SCc3n[nH]c(=S)n3N)nc2n1
-2,COc1cccc(/C=N/NC(=O)CSc2nc3ccccc3o2)c1OCc1ccccc1Cl
3,COc1ccccc1N1CCN(c2nc(C(C)(C)C)cc(=O)[nH]2)CC1
2,CCOC(=O)c1cc(-c2ccccc2)n(CC(=O)Nc2ccc(OC)cc2OC)c1C
-1,Cc1ccc2c(c1)NC(=O)C(CC(=O)Nc1cc(Cl)ccc1C)O2 (stereo not given)
3,CCC(=O)NC(Cc1ccccc1)c1ccc2c(c1)OCCCO2 (stereo not given)
-2,O=C(Cn1c(=O)n2nc(-c3ccccc3)nc2c2ccccc21)Nc1ccccc1C(F)(F)F
-2,CS(=O)(=O)N1CCc2cc(C(=O)Nc3ccc(Cl)c(C(F)(F)F)c3)ccc21
-1,CCOc1ccc(CCNC(=O)c2ccc3c(c2)N(Cc2ccccc2)C(=O)c2ccccc2S3=O)cc1OCC (stereo not given)
3,CCCNC(=O)c1nnn(-c2ccccc2OC)c1C
0,COc1ccc(C)cc1Nc1nc2ccccc2c2nnc(C)n12
-2,COc1ccc(OC)c(NC(=O)c2cc3c(s2)-c2ccccc2SC3)c1
-8,O=C(CSc1nc2ccccc2nc1Cc1ccc(Cl)cc1)N1CCCCC1
-1,CCCCOc1ccc(C(=O)Nc2onc3c2CCCC3)cc1
7,CCOc1ccc(S(=O)(=O)Nc2ccccn2)cc1
9,COc1ccc(CNCCc2cccnc2)cc1OCC(O)CN1CCCCC1 (stereo not given)
1,O=C1c2ccccc2C(=O)c2c(OS(=O)O)cccc21
8,Cc1cc(OCC(=O)N2CCC(c3nc4ccccc4s3)CC2)ccc1Cl
18,CC(=O)c1cccc(NC(=O)N2CCC(n3cc(CN)nn3)CC2)c1
-1,O=C(NCc1ccccc1Br)C1CCCN(C(=O)N2CCOc3ccccc32)C1 (stereo not given)
-2,CC(C)Oc1ccc(C2N3CC4(C)CN2CC(C)(C3)C4=O)cc1 (stereo not given)

In the list so far, these contain fluorine:
ROC1-CUL1 inh,SMILES
-6,O=C(Nc1ccc2oc(-c3ccc4ccccc4c3)nc2c1)c1ccccc1F
-5,CCCn1c(=O)c2sccc2n2c(CCCC(=O)Nc3ccc(C)c(F)c3)nnc12
3,CN1CCC(Oc2ccccc2Sc2ccc(C(F)(F)F)cc2)CC1
8,CC#CCN1C(=O)NC(CCc2ccccc2)(C2CCN(Cc3ccc(F)cc3F)CC2)C1=O (stereo not given)
5,CCc1nnc(NC(=O)CSc2nc(-c3ccccc3)cc(-c3ccc(F)cc3)c2C#N)s1
-3,O=C1NCCCC[C@@H]1N(Cc1cccc(OCCc2ccsc2)c1)C(=O)c1cccc(F)c1
-13,O=C(NCC1(O)CCCCC1)c1ccc2nc(Cc3ccccc3F)oc2c1
13,COc1ccc(C2N(c3ccccc3)C(=O)C2(F)F)cc1 (stereo not given)
3,CCOc1cccc(CC(=O)N2CCc3c([nH]c4ccc(OC)cc34)C2c2ccc(F)cc2)c1OCC (stereo not given)
5,Cn1cc(CN2CCc3onc(-c4ccccc4F)c3C2)cn1
-7,O=C(COc1ccc(F)cc1)Nc1ccc2nc(SCc3ccccc3)sc2c1
9,CC(C)S(=O)(=O)c1oc(-c2cccs2)nc1S(=O)(=O)c1ccc(F)cc1
15,COC(=O)[C@@H]1CCCN1Cc1ccc2c(c1)CN(Cc1ccc(OC(F)F)cc1)CCO2
3,Cc1ccn(CC(=O)NCc2cccnc2Oc2cccc(C(F)(F)F)c2)n1
-1,O=C(NC1CCCc2ccccc21)c1ccc2c(c1)sc1nc(-c3ccc(F)cc3)cn12 (stereo not given)
-2,O=C(Cn1c(=O)n2nc(-c3ccccc3)nc2c2ccccc21)Nc1ccccc1C(F)(F)F
-2,CS(=O)(=O)N1CCc2cc(C(=O)Nc3ccc(Cl)c(C(F)(F)F)c3)ccc21

The list is partial. The share of hits here may be higher or lower than overall.
